Assay outcomes deposited in PubChem by NMMLSC.
Myeloid diff MLP: myeloid differentiation induction | ER-HoxA9 myeloid progenitors, lysozyme-GFP differentiation, flow cytometry | 360,000 tested, 1% active | calls only at 10 µM | AID 624256;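 active means normalized GFP-positive differentiation at or above the plate's own cutoff, the solvent-only control mean plus 3 SD; inconclusive means no clear call, values can overlap the other calls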;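 further: cells exposed to compound for four days before flow analysis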
Myeloid diff MLP GFP+ MAC1+ %: second read-out of Myeloid diff MLP, no call of its own (marks repeat the call); GFP+ MAC1+ double positive, %; measured here: differentiation confirmed by MAC1 staining
* marks the source's active call; other numbers are inactive results; i = inactive; ? = inconclusive; . = not tested or not shown; + = active, no number.

SMILES | Myeloid diff MLP | Myeloid diff MLP GFP+ MAC1+ %
COCOCCn1cc(CN2CCS(=O)(=O)N(Cc3ccc(-c4ccc(F)cc4)cc3)C(C(C)C)C2=O)nn1 (stereo unspecified) | i | 0.7
Cc1nc(C(F)(F)F)ccc1C(=O)N1CCC1(C)C(=O)NS(=O)(=O)c1cccc(C#N)c1 (stereo unspecified) | i | 0.4
COc1ccccc1CNc1nc(NCc2ccccc2)nc2ccsc12 | i | 2.9
Cc1ccc(NC(=O)CNC(=O)CN2C(=O)c3ccccc3C2=O)cc1 | i | 0.6
CN(Cc1ccccc1)C(=O)c1ccc2nc([C@H]3C[C@H](O)[C@@H](CO)O3)[nH]c2c1 | i | 0.1
CCC(C(=O)NCc1ccccc1)n1c(Cc2cc(F)cc(F)c2)nc2ccccc21 (stereo unspecified) | i | 2.0
CC1(C(=O)NCC(F)(F)F)CCN1C(=O)Cc1ccc(-c2ccccc2)cc1 (stereo unspecified) | i | 0.2
O=C(NC1CCOC1=O)OCc1ccccc1 (stereo unspecified) | i | 0.6
CN(C)CCN(C)C1CN(Cc2ccc([N+](=O)[O-])cc2)S(=O)(=O)C1 (stereo unspecified) | i | 0.7
COc1ccc(C(C)=NOC(=O)c2c(-c3ccccc3Cl)noc2C)cc1CN1CCOCC1 | i | 1.8
CC1(C(=O)Nc2ccccc2)Cc2c(-c3cccc(C(F)(F)F)c3)ccnc2O1 (stereo unspecified) | i | 1.3
CN1CCN(c2ccc(CNC(=O)C3Cc4c(-c5ccc(Cl)cc5)ccnc4O3)cc2)CC1 (stereo unspecified) | i | 0.3
CCCNC(=O)C1(C)CCCN(C(=O)c2sccc2C)C1 (stereo unspecified) | i | 1.4
Cc1ccc(S(=O)(=O)Nc2ccc(Nc3nccn4c(-c5ccc6ccccc6c5)cnc34)cc2)cc1 | i | 1.4
OCCN1CCN(c2cc(-c3ccc(CO)cc3)nc3ccnn23)CC1 | i | 0.7
COc1ccc(NC(=O)C2(C)Cc3c(-c4ccc(NC(C)=O)cc4)ccnc3O2)cc1 (stereo unspecified) | i | 1.3
COc1ccc(-c2cc(NC(C)=O)c3ncc(-c4cccc(C(F)(F)F)c4)n3c2)c(OC)c1 | i | 2.9
CC(C)n1nnnc1C1c2ccccc2C(=O)N1CCc1c[nH]c2ccccc12 (stereo unspecified) | i | 1.3
O=C(NCc1ccccc1)C(CCc1ccccc1)n1c(=O)c(-c2cc3ccccc3[nH]2)nc2ccccc21 (stereo unspecified) | i | 4.2
CCCCN(C=O)c1c(CC)nc2ccc(C(=O)N3CCN(S(=O)(=O)CC)CC3)cn12 | i | 1.9
COc1cc(CNC(=O)c2cc(-c3ccc(F)cc3C)n[nH]2)cc(OC)c1 | i | 1.0
COc1cc(OC)nc(Nc2nc(C(N)Cc3ccccc3)cs2)n1 (stereo unspecified) | i | 0.5
CCc1nc2c(OCc3ccc(Cl)cc3Cl)cccn2c1N(C)C(=O)C(C)C | i | 1.8
CCOC1=C2CN(S(=O)(=O)c3ccc(C)cc3)[C@H](c3ccccc3)C[C@@H]2N(S(=O)(=O)c2ccccc2)[C@H](c2ccccc2)C1 | i | 1.0
CCc1ccc(/C=C2/SC(=S)N(CCCC(=O)Nc3cccc(C(=O)O)c3)C2=O)cc1 | i | 0.9

Continued.
SMILES | Myeloid diff MLP | Myeloid diff MLP GFP+ MAC1+ %
CCC(=O)N(C)C[C@H]1Oc2ncc(C#Cc3cccnc3)cc2C(=O)N([C@@H](C)CO)C[C@@H]1C | i | 0.8
CC(Sc1nc(-c2ccccc2)c(-c2ccccc2)[nH]1)C(=O)NCC1CCCO1 (stereo unspecified) | i | 2.4
C[C@@H]1CN([C@H](C)CO)C(=O)c2cc(NC(=O)Nc3ccc(F)cc3)ccc2O[C@@H](C)CCCCO[C@H]1CN(C)S(=O)(=O)c1cccs1 | i | 0.3
C[C@@H]1CN([C@@H](C)CO)C(=O)CCCn2nncc2CO[C@@H]1CN(C)S(=O)(=O)c1cccc(F)c1 | i | 1.1
COc1ccc(CN2C(=O)C(CC(=O)NCc3cccc4ccccc34)CC(C(=O)N(C)C)=C2C)cc1 (stereo unspecified) | i | 1.9
Cc1ccc(C(=O)NC(C)C(c2cccs2)N2CCOCC2)cc1C (stereo unspecified) | i | 0.4
COCCCN1C(=O)C(CC(=O)NCc2ccco2)CC(C(=O)N(C)C)=C1C (stereo unspecified) | i | 3.2
O=C(O)c1ccc(NC(=O)C2CCN(S(=O)(=O)c3ccc4c(c3)OCCO4)CC2)cc1 | i | 0.3
Cc1cccc(CN2CCN(C3CN(Cc4ccc([N+](=O)[O-])cc4)S(=O)(=O)C3)CC2)c1 (stereo unspecified) | i | 1.4
CC(=O)C1(O)CCC2C3CC(C)C4=CC(=O)CCC4(C)C3CCC21C (stereo unspecified) | i | 3.5
N#Cc1ccc(NN=Nc2ccccc2C#N)cc1 | i | 0.5
COc1ccc([C@H]2C[C@H](n3cc(-c4ccc(F)cc4)nn3)[C@@H](O)CN2CC2CCCCC2)cc1 | + | 2.3*
NC(Cc1ccc(Cl)cc1)c1csc(Nc2ccc(C(=O)NCCCO)cn2)n1 (stereo unspecified) | i | 0.5
COc1ccc(-c2nc3c4ccccc4ccn3c2Cc2ccccc2)cc1OC | i | 0.5
O=C(NC1CC1)c1ccc(-c2ccc3nccn3c2)cc1 | i | 0.9
COc1cc2c(cc1OC)CN(C(=O)c1cc(COc3ccccc3SC)on1)CC2 | i | 0.7
CC1(C(=O)NS(=O)(=O)C2CC2)CCCN(C(=O)c2cccc(Cl)c2)C1 (stereo unspecified) | i | 0.7
O=C(Nc1ccc(F)c(Cl)c1)c1csc([C@@H]2C[C@H](O)[C@@H](CO)O2)n1 | i | 0.3
CN(C)Cc1cc(OCc2ccccc2)cc(CN(C)C)c1O | i | 0.9
CCn1nnnc1-c1ccc(OC)c(S(=O)(=O)Nc2ccccc2OC)c1 | i | 0.8
CC1(Cc2c(Cl)cccc2Cl)C(=O)Nc2cc(-c3ccccc3Cl)ccc21 (stereo unspecified) | i | 1.4
CCNC(=O)C1CCCN(C(=O)c2cc(C)oc2C)CC1 (stereo unspecified) | i | 1.1
O=C(NCc1cccnc1)c1cc(C2CCCCN2C(=O)c2cccs2)on1 (stereo unspecified) | i | 1.6
CCOC(=O)N1CCN(C(=O)C[C@@H]2C[C@@]3(C(=O)OC)CCCCC=C3N(Cc3ccco3)C2=O)CC1 | i | 1.2
CC1(C(=O)NS(=O)(=O)c2ccccc2Cl)CCN1C(=O)CCc1ccc(Cl)cc1Cl (stereo unspecified) | i | 1.1

(cont.)
SMILES | Myeloid diff MLP | Myeloid diff MLP GFP+ MAC1+ %
CCCCNC(=O)C1(C)CCN1C(=O)c1ccc(OC)c(C(F)(F)F)c1 (stereo unspecified) | i | 1.4
COCc1cccc(-c2csc(C(NC(C)=O)c3cccc(OC)c3)n2)c1 (stereo unspecified) | i | 0.9
Cc1cnc(N)nc1-c1ccccc1 | i | 0.3
COC(=O)C1(C(=O)OC)c2ccccc2N(S(=O)(=O)c2ccc(C)cc2)C1CC(=O)c1ccccc1 (stereo unspecified) | i | 2.3
CC(C)Oc1ccc(S(=O)(=O)N2CCOCC2)cc1NC(=O)CSC(=S)N1CCCC1 | + | 6.5*
CC1(C(=O)NCc2ccccc2)CSCC(=O)N1Cc1cccc(C(F)(F)F)c1 (stereo unspecified) | i | 3.5
C[C@@H]1CN([C@H](C)CO)C(=O)CCCn2nncc2CO[C@H]1CN(C)Cc1ccncc1 | i | 0.4
CCN(C)C1CN(Cc2cn(Cc3ccc(OC)cc3)nn2)S(=O)(=O)C1 (stereo unspecified) | i | 0.4
CCOC1=C2[C@H](c3ccccc3)N(S(=O)(=O)c3ccc(C)cc3)C(C(C)(C)C)[C@H]2C(C#N)(C#N)C(C#N)(C#N)C1 (stereo partly specified) | ? | .
C=Cn1cc(CNC[C@H]2O[C@@H](n3ccc(N)nc3=O)[C@H](O)[C@@H]2O)c(C)n1 | i | 0.5
Cc1ccc(CN2CC(N3CC=CC3)CS2(=O)=O)cc1 (stereo unspecified) | i | 0.3
CCc1nc2c(OCc3cc(Cl)cc(Cl)c3)cccn2c1N(C=O)Cc1ccc(OC)cc1 | i | 0.6
C[C@H]1CCCCO[C@@H](CN(C)S(=O)(=O)c2ccc(F)cc2)[C@@H](C)CN([C@@H](C)CO)C(=O)c2cc(NC(=O)Nc3ccc4c(c3)OCO4)ccc2O1 | i | 0.5
COc1cc(-c2ccc(N3C(c4ccsc4)=Cc4ccccc4C3CC(C)=O)cc2)cc(OC)c1OC (stereo unspecified) | i | 1.2
Cc1cccc(CNC(=O)Nc2nnc([C@H]3C[C@H](O)[C@@H](CO)O3)s2)c1 | i | 0.8
COC(=O)C[C@@H]1C[C@H]2c3cc(NS(=O)(=O)c4ccccc4)ccc3O[C@H]2[C@@H](CO)O1 | i | 0.3
CC1=C(C(=O)N(C(C)C)C(C)C)CC(CC(=O)NC2CCCC2)C(=O)N1Cc1ccc(F)cc1 (stereo unspecified) | i | 1.4
O=C(CSc1nc2ccc(F)cc2c(=O)n1-c1ccccc1)Nc1ccc2c(c1)CCC2 | + | 7.9*
O=C(NCc1ccc(F)c(F)c1)c1ccc(-c2ccc(F)c(F)c2)c2ccoc12 | i | 0.9
COC(=O)c1ccc(CNc2ccc(C(C)=O)cc2)cc1 | i | 1.0
O=C(Nc1ccccc1)C1Cc2c(-c3ccco3)ccnc2O1 (stereo unspecified) | i | 0.7
COc1c(C)cc(C(O)c2ncc(-c3ccc4ccccc4c3)[nH]2)cc1C (stereo unspecified) | i | 1.2
COc1ccc(-c2cc(C(=O)N3CCCCCC3)c3ccccc3n2)cc1OC | i | 0.5
O=C(COc1ccc(F)cc1)Nc1nc(-c2cccnc2)cs1 | i | 0.4
COc1ccc(C(C(=O)NCc2ccccc2)n2c(=O)c(-c3ccccc3)nc3ccccc32)cc1 (stereo unspecified) | i | 5.2

Going on with the list.
SMILES | Myeloid diff MLP | Myeloid diff MLP GFP+ MAC1+ %
NC(=O)c1ccsc1NC(=O)COC(=O)Cc1ccc(F)cc1 | i | 0.5
C=C1C(=O)N(C)CCC1C(CC)C(=O)OC (stereo unspecified) | i | 0.7
C=Cc1ccc(Cn2c(C)c(C(=O)NCc3cccc(C)c3)sc2=O)cc1 | i | 2.7
CC(C)c1cccc(-c2csc(C(O)c3ccco3)n2)c1 (stereo unspecified) | i | 0.3
C[C@@H]1CN([C@H](C)CO)C(=O)CCCn2nncc2CO[C@@H]1CN(C)S(=O)(=O)c1ccccc1F | i | 0.6
CCOC(=O)N1CCN(C(=O)C[C@@H]2C[C@@]3(C(=O)OCC)CCC=C3N(Cc3cccc4ccccc34)C2=O)CC1 | i | 1.4
CCCc1nc2ccccc2n1C(C)C(=O)NC(C)(C)C (stereo unspecified) | i | 3.7
O=C(Nc1cccnc1)C1Cc2c(-c3ccco3)ccnc2O1 (stereo unspecified) | i | 0.5
COc1ccc(-c2cc(C(=O)N(C)CC(=O)Nc3cccc(F)c3)c3ccccc3n2)cc1OC | i | 0.6
C1=C\CCC2(OCCO2)C2(CC/1)OCCO2 | i | 2.2
O=C(NCCCNC(=O)c1ccccc1)c1ccccc1 | i | 0.6
OC[C@@H]1CN(Cc2ccc(-c3ccccc3)cc2)C[C@H](n2cnc3c(N4CCCC4)ncnc32)O1 | i | 1.1
CN(Cc1cn(Cc2ccc(Cl)cc2)nn1)C1CN(Cc2cn(Cc3ccc(Cl)cc3)nn2)S(=O)(=O)C1 (stereo unspecified) | i | 1.8
C[C@H](O)[C@@H]1C(=O)N2CCc3c([nH]c4ccccc34)[C@@H]2C[C@@H]1N(C)S(=O)(=O)c1ccccc1 | i | 0.7
CC(C)NC(=O)C1(C)CCN1C(=O)c1cccc(Cl)c1 (stereo unspecified) | i | 0.8
CCc1nc2ccc(C(=O)NCCN3CCOCC3)cn2c1N(CC)CCOC | i | 2.0
CCOC(=O)C1=C(C)OC(=Cc2ccccc2)C1=O | i | 0.8
CCCc1c(-c2cccc(Br)c2)ncn1Cc1cccc(-c2ccccc2)c1 | i | 4.4
Cc1cccc(C)c1NC(=O)C(c1ccccc1)N1CCC(Cc2ccccc2)CC1 (stereo unspecified) | i | 0.9
C[C@@H]1CN([C@H](C)CO)C(=O)CCCn2nncc2CO[C@H]1CN(C)C(=O)c1cc(-c2ccccc2)on1 | i | 0.9

Some of the compounds tested. The share of hits here may be higher or lower than overall.
